# Bioassay records deposited in PubChem by NMMLSC.
# T cell modulator = modulates CD8 T cell binding to vesicles; 2C CD8+ T cell-vesicle binding, flow cytometry; hits give low values; calls only at 7 µM; actives 0.068% (n = 330,000); AID 2052;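 active = response, share of CD8 T cells binding vesicles, and their 90th percentile fluorescence all below set limits, cut at about 80% in these data, passing the limit was not always enough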
#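 Material: murine 2C transgenic CD8+ T lymphocytes / Also added: QL9-peptide-loaded Drosophila micro-vesicles bearing Ld, ICAM-1 and B7-1 / Schedule: binding step 1.5 h, 37 °C, antibody labelling 20 min, ice / Signal: flow cytometry, PE anti-B7-1 (FL2) versus Alexa647 anti-CD8 (FL8), PFA-fixed / Evaluation: percent CD8+ FL2 mean versus row control / Benchmarks: naked versus QL9-loaded vesicles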
# T cell modulator vesicle-bound % = further read-out of T cell modulator, marked with its call; double positive events, %; measured here: CD8+ vesicle-bound cell fraction;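 binding gate set so that unloaded-vesicle control wells show 10% double positive cells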
# * = called active by the depositor; i = inactive.
# Below each compound – T cell modulator | T cell modulator vesicle-bound %
CCCCn1c(N)c(N(CC(C)C)C(=O)CCNC(=O)c2ccccc2Cl)c(=O)[nH]c1=O
    i | 6
CC(NC(=O)C1CCN(C(=O)Nc2ccccc2)CC1)c1ccc(Cl)cc1 (stereo unspecified)
    i | 47
Cc1cc(C)cc(NC(=O)CN(C)CC(=O)N(CC(C)C)c2c(N)n(CC(C)C)c(=O)[nH]c2=O)c1
    i | 30
O=c1cc(-c2ccsc2)oc2cc(-c3ccc4c(c3)OCO4)ccc12
    i | 12
O=C(OCC(=O)N1CCCCCC1)c1cnc(Cl)c(Cl)c1
    i | 31
CC(OC(=O)/C=C/c1cccc(C(F)(F)F)c1)C(=O)NC1CCCCC1C (stereo unspecified)
    i | 57
CCN(CC(=O)NCc1cccs1)C(=O)/C=C/c1cc(Br)ccc1OC(F)F
    i | 6
CCN(CC(=O)Nc1c(F)cccc1F)C(=O)Cc1ccsc1
    i | 25
Cc1cccc(C(=O)OCC(=O)NC23CC4CC(CC(C4)C2)C3)c1O
    i | 17
O=C(Oc1cc(Cl)ccc1Cl)C1=CC=CN2CCS(=O)(=O)N=C12
    i | 13
Cn1nc(C(=O)OCC(=O)NCc2ccc(Cl)cc2)c2ccccc2c1=O
    i | 49
CCCOc1ccc(C(F)(F)F)cc1NC(=O)CCc1c(C)noc1C
    i | 38
COc1ccc(C(CNC(=O)c2ccc(-c3nc4ccccc4s3)o2)N2CCCC2)cc1 (stereo unspecified)
    i | 13
CCN(C(=O)CSc1nnc(SC)s1)c1c(N)n(Cc2ccccc2)c(=O)[nH]c1=O
    i | 44
CCCN(CC(=O)Nc1ccccc1C)C(=O)CSc1ccccc1C
    i | 39
COc1ccc(CCNC(=O)c2ccc(S(=O)(=O)N3CCCCC3)cc2)cc1
    i | 16
Cc1ccc(NC(=O)CCN2C(=O)c3ccccc3C2=O)c(C)c1
    i | 34
Cc1c(NC(=O)COc2ccc3ccc(=O)oc3c2)c(=O)n(-c2ccccc2)n1C
    i | 34
Cc1c([N+](=O)[O-])cc(S(=O)(=O)Nc2ccc(-c3ccc(N4CCCC4)nn3)cc2)cc1[N+](=O)[O-]
    i | 33
CCOc1ccc(S(=O)(=O)NCC(=O)OCc2nnc(-c3ccccc3)o2)cc1
    i | 31
CC(C(=O)N1CCc2ccccc21)N(C)CC(=O)Nc1ccccc1Cl (stereo unspecified)
    i | 59
COCCn1ccc2c(OCC(=O)Nc3ccccc3OC)cccc2c1=O
    i | 50
Cc1ccccc1C(=O)NCC(=O)N1CCN(C/C=C/c2ccccc2)CC1
    i | 39
C[C@H](CO)N1C[C@H](C)[C@@H](CN(C)S(=O)(=O)c2cn(C)cn2)Oc2c(NC(=O)Nc3ccc4c(c3)OCO4)cccc2C1=O
    i | 11
CCOC(=O)C1Nc2ccc(OC(F)(F)F)cc2C2C=CCC12 (stereo unspecified)
    i | 4
COc1cccc(-c2ncc3ccccc3c2COC(=O)c2ccc(C(F)(F)F)cc2)c1
    i | 58
CC(C)Oc1ccc(S(=O)(=O)N2CCOCC2)cc1NC(=O)Cc1ccsc1
    i | 11
CN(CC(=O)Nc1cccc(F)c1)C(=O)c1csc2c1CCCC2
    i | 48
O=C(COC(=O)/C=C/c1ccc(OC(F)F)cc1)Nc1ccc2[nH]c(=O)[nH]c2c1
    i | 41
Cc1ccc(S(=O)(=O)N2CCN(C(=O)Cc3ccccc3)CC2)cc1C
    i | 29

# Some values from the entries so far.
# CCN(CC(=O)NCc1cccs1)C(=O)/C=C/c1cc(Br)ccc1OC(F)F in T cell modulator vesicle-bound % → 6
# CCOC(=O)C1Nc2ccc(OC(F)(F)F)cc2C2C=CCC12 (stereo unspecified) in T cell modulator vesicle-bound % → 4

# Two of the compounds above, tab-delimited.
mol	T cell modulator	T cell modulator vesicle-bound %
Cc1ccc(NC(=O)CCN2C(=O)c3ccccc3C2=O)c(C)c1	i	34
CC(C(=O)N1CCc2ccccc21)N(C)CC(=O)Nc1ccccc1Cl (stereo unspecified)	i	59

# (next part)
# Below each compound – T cell modulator | T cell modulator vesicle-bound %
CCOc1ccc(NC(=O)CN(C)C(=O)CSCc2ccc(C)cc2)cc1OCC
    i | 30
Cc1[nH]c2ccccc2c(=O)c1CN1CCCCCC1
    i | 59
COc1cccc(NC(=O)CSc2nccn(-c3ccc4c(c3)OCCO4)c2=O)c1
    i | 9
CCCCn1c(N)c(N(CCOC)C(=O)C2CCN(S(=O)(=O)c3ccc(C)cc3C)CC2)c(=O)[nH]c1=O
    i | 36
Cc1ccc(C(=O)OCC(=O)NCc2ccc(Cl)cc2Cl)o1
    i | 20
O=C(CSc1ccccn1)Nc1cccc(S(=O)(=O)N2CCCC2)c1
    i | 37
Cc1ccc(OCCn2nnc3ccccc32)cc1C
    i | 41
Cc1cc(N2CCOCC2)nc2ccc(Cl)cc12
    i | 27
Cc1nn(C)c(C)c1NS(=O)(=O)c1cccc(Br)c1
    i | 28
C[C@H]1CN([C@@H](C)CO)C(=O)c2cccc(NC(=O)c3ccncc3)c2O[C@H]1CN(C)C(=O)Nc1ccccc1
    i | 15
COc1ccccc1CCNC(=O)c1nccnc1C(=O)O
    i | 45
O=C(COc1ccc2c3c(c(=O)oc2c1)CCCC3)NC(Cc1ccc(Cl)cc1)C(=O)O (stereo unspecified)
    i | 36
COc1ccc(-c2nn(-c3ccccc3)cc2C(=O)N(C)CC(=O)Nc2cccc(F)c2)cc1
    i | 37
O=C1CCCC(=NNC(=O)c2cc3ccccc3cc2O)C1
    i | 45
C[C@@]12C(=O)Nc3ccc(F)cc3C(=O)N1[C@H]1c3ccccc3OC[C@@H]1[C@@H]2c1ccccc1
    i | 23
Cc1onc(-c2ccccc2)c1C(=O)OCCOc1ccc([N+](=O)[O-])cc1[N+](=O)[O-]
    i | 11
COc1ccc(S(=O)(=O)N2CCOCC2)cc1NC(=O)COC(=O)C1CCC1
    i | 35
CN1CCN(S(=O)(=O)c2cccc(C(=O)NC3CCCC3)c2)CC1
    i | 55
Cc1ccc2c(c1)C1CN(C)CCC1N2S(=O)(=O)c1ccc(C(C)C)cc1 (stereo unspecified)
    i | 35
CCNC(=O)c1ccc(NC(=O)CC2SC(N3CCCCC3)=NC2=O)cc1 (stereo unspecified)
    i | 38
COc1ccc(S(=O)(=O)N2CCC(C(=O)NC(c3nc4ccccc4[nH]3)C(C)C)CC2)cc1 (stereo unspecified)
    i | 27
Cn1c(SCc2ccc(F)cc2Cl)nc2ccccc2c1=O
    i | 12
NC(=O)c1ccsc1NC(=O)COC(=O)c1ccc([N+](=O)[O-])o1
    i | 33
CCN(C[C@H]1N[C@@](Cc2ccccc2)(C(=O)OC)[C@H]2C(=O)N(Cc3ccccc3)C(=O)[C@@H]12)C(=O)C1CCCCC1
    i | 10
CC(=O)Nc1ccc(C(=O)COC(=O)C2CCCCC2)c(F)c1
    i | 43
CC1CCCC(C)N1C(=O)COC(=O)CNC(=O)C12CC3CC(CC(C3)C1)C2 (stereo unspecified)
    i | 41
Nc1ccc(N2CCCC2)c(S(=O)(=O)Nc2cccc(C(F)(F)F)c2)c1
    i | 37
CCC(CC)N1CCN(Cc2nc3ccc([N+](=O)[O-])cc3c(=O)n2-c2ccccc2F)CC1
    i | 16
COc1cc(N(Cc2ccccc2)Cc2ccccc2)c2ncn(C(C)C)c2c1
    i | 54
O=C(COc1ccc2c(-c3ccccc3)cc(=O)oc2c1)NC1CCS(=O)(=O)C1 (stereo unspecified)
    i | 38

# Additional entries
# Below each compound – T cell modulator | T cell modulator vesicle-bound %
N#Cc1c(C(F)(F)F)cc(-c2ccccc2)n(N)c1=O
    i | 25
O=C(NCCOc1ccccc1)C1=CC=CN2CCS(=O)(=O)N=C12
    i | 38
Oc1ccccc1CNc1nccs1
    i | 34
Cc1cc(C)cc(CSc2ccc(S(=O)(=O)N3CCCC3)cn2)c1
    i | 15
CCCN(CC(=O)Nc1ccccc1C)C(=O)COc1c(C)cccc1C
    i | 8
CC(OC(=O)COc1cccc2c1OC(C)(C)C2)C(=O)Nc1ccc(S(N)(=O)=O)cc1 (stereo unspecified)
    i | 51
O=C1N[C@H](Cc2ccccc2)COC(=O)[C@@H](Cc2ccc(F)cc2)CC/C=C/C[C@H]1CC(=O)N(CCO)Cc1ccccc1
    i | 29
CC1CC(C)CN(C(=O)COC(=O)CCC(=O)c2cccs2)C1 (stereo unspecified)
    i | 34
CN(C(=O)COC(=O)c1cnc(Cl)c(Cl)c1)C1CCCCC1
    i | 23
CCOc1ccc(C2c3[nH]c4ccccc4c3C[C@H]3C(=O)N(C4CC4)CC(=O)N23)cc1OC (stereo partly specified)
    i | 25
O=C(OCC(=O)c1ccc(Cl)cc1Cl)c1ccccn1
    i | 45
O=C(CCN1C(=O)c2ccccc2S1(=O)=O)N1CCN(c2ccc(F)cc2)CC1
    i | 40
O=C(C1CCN(S(=O)(=O)c2ccc(Cl)cc2)CC1)N1CCC1
    i | 53
COc1ccc(C(=O)OCc2cc(=O)n3c(C)csc3n2)cc1F
    i | 19
COc1ccc2oc(C(=O)OC(C)C(=O)N(C)c3ccccc3)c(C)c2c1 (stereo unspecified)
    i | 23
CCOc1ccc(C(=O)NCC(=O)NNC(=O)C2COc3ccccc3O2)cc1OCC (stereo unspecified)
    i | 13
Cc1noc(C)c1NC(=O)Nc1cccc2c1O[C@H](CN(C)S(=O)(=O)c1cccs1)[C@@H](C)CN([C@H](C)CO)C2=O
    i | 3
COc1ccc(-c2ccccc2)cc1NC(=O)c1ccncc1
    i | 30
CC(C)(C)c1ccc(OCCC(=O)OCC(=O)NC2CCCCC2)cc1
    i | 58
Cc1cc(C)c(C(=O)COC(=O)C2CCN(c3ccc(C(F)(F)F)cn3)CC2)c(C)c1
    i | 12
CN(CC(=O)Nc1ccc(Cl)c(C(F)(F)F)c1)C(=O)c1cc(=O)c2ccccc2o1
    i | 34
Cc1ccc(C)c(-n2nnnc2SCC(=O)NCC2CCCO2)c1 (stereo unspecified)
    i | 37
N#CCCN(C(=O)CSc1ncccn1)c1ccc2c(c1)OCCO2
    i | 35
COc1ccccc1Nc1nnc(SCC(=O)c2c(N)n(C3CC3)c(=O)[nH]c2=O)s1
    i | 50
COc1ccccc1/C=C/C(=O)N1CCN(S(=O)(=O)c2cccs2)CC1
    i | 40
CC1CC(C)CN(CC(=O)NNC(=O)COc2ccc(Cl)cc2)C1 (stereo unspecified)
    i | 44
COC(=O)c1cc(OCC(=O)Nc2ccc3c(c2)CCC3)cc(C(=O)OC)c1
    i | 26
COc1ccc(N2CCN(S(=O)(=O)c3cc4c5c(c3)C(C)C(=O)N5CCC4)CC2)cc1 (stereo unspecified)
    i | 15
COc1ccc(NC(=O)c2oc3ccccc3c2CSC)cc1S(=O)(=O)N1CCOCC1
    i | 43
Cc1ccc(NC(=O)C(C)N2CCN(C)CC2)cc1S(=O)(=O)N1CCOCC1 (stereo unspecified)
    i | 52

# Further records.
# Below each compound – T cell modulator | T cell modulator vesicle-bound %
O=C(c1c[nH]c(C(=O)C(Cl)(Cl)Cl)c1)c1ccccc1F
    i | 22
COc1ccc(O)c(-c2cc(-c3ccccc3Cl)[nH]n2)c1
    i | 26
CCCn1nc(C(=O)Nc2ccc3c(c2)OCO3)c2ccccc2c1=O
    i | 28
O=C(NCc1ccco1)c1ccc2c(c1)S(=O)(=O)c1ccccc1C2=O
    i | 39
COc1ccc(Br)cc1/C=C(\C(=O)O)c1ccc(S(=O)(=O)N2CCCCC2)s1
    i | 3
CCN(CC)S(=O)(=O)c1ccc(O)c(C(=O)OCC(=O)NC23CC4CC(CC(C4)C2)C3)c1
    i | 30
CN(CC(=O)Nc1cccc(F)c1)CC(=O)Nc1ccccc1-c1ccccc1
    i | 35
CC(C)(C)OC(=O)N1CCCC(C(=O)Nc2ccc(C(=O)N3CCCCC3)cc2)C1 (stereo unspecified)
    i | 49
COCCN(C(=O)c1ccc(-c2ccc(Cl)cc2)o1)c1c(N)n(Cc2ccccc2)c(=O)[nH]c1=O
    i | 31
CC(C)(C)NC(=O)CCN(/N=C/c1ccncc1)C1=NS(=O)(=O)c2ccccc21
    i | 19
O=C(COC(=O)CSc1ccc(F)cc1)NCc1ccco1
    i | 28
O=C(NCC1(N2CCCCC2)CCCCC1)c1cccc(NS(=O)(=O)c2ccccc2)c1
    i | 37
CN(Cc1c(F)cccc1Cl)C(=O)C1=CC=CN2CCS(=O)(=O)N=C12
    i | 44
COc1ccc2oc(C(=O)N(Cc3ccco3)Cc3cccs3)c(C)c2c1
    i | 27
COc1ccccc1NC(=O)C(C)N(C)CC(=O)Nc1cccc2ccccc12 (stereo unspecified)
    i | 51
COC(=O)[C@]1(C)N[C@H](CN(C)S(=O)(=O)c2ccc(-c3ccccc3)cc2)[C@@H]2C(=O)N(Cc3ccccc3)C(=O)[C@@H]21
    i | 15
O=C(OCc1ccc([N+](=O)[O-])cc1)c1cc2ccccc2oc1=O
    i | 29
CCCCn1nc(C(=O)NCc2ccccc2CN2CCCC2)c2ccccc2c1=O
    i | 33
CCCCc1c(C)nc2ccc(OC)cc2c1SCCC(=O)O
    i | 13
Cc1ccc(S(=O)(=O)N2CCCC2CNC(=O)C(=O)NCc2ccccn2)cc1 (stereo unspecified)
    i | 34

# Exported with each value named: part of the list above.
CCN(CC)S(=O)(=O)c1ccc(O)c(C(=O)OCC(=O)NC23CC4CC(CC(C4)C2)C3)c1
- T cell modulator: i
- T cell modulator vesicle-bound %: 30
CN(CC(=O)Nc1cccc(F)c1)CC(=O)Nc1ccccc1-c1ccccc1
- T cell modulator: i
- T cell modulator vesicle-bound %: 35
CC(C)(C)OC(=O)N1CCCC(C(=O)Nc2ccc(C(=O)N3CCCCC3)cc2)C1 (stereo unspecified)
- T cell modulator: i
- T cell modulator vesicle-bound %: 49

# A portion of the library (hit frequency here may not be typical).
